Assay outcomes: PubChem BioAssay, several laboratories
ABHD4 inh: ABHD4 inhibitors, primary screen, biochemical, fluorescence polarization, mouse; (Lyso)-N-acylphosphatidylethanolamine lipase (Mus musculus), Q8VD66; purified mABHD4, FP-Rh probe fluorescence polarization; inhibition, % at 8.92 µM; 370,000 tested, 0.54% active;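 active means inhibition exceeding the mean over every tested compound plus 3 SD, cut at about 30% in these data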;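 further: 0% = plate median of compound wells and 100% = S159A mutant with DMSO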
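Assay system: Wild-type mouse ABHD4 protein | Medium: HEPES pH 7.0 buffer, 150 mM NaCl, 0.01% Pluronic F-127 | Incubation: Enzyme–compound pre-incubation 45 min, then probe 60 min, both 25 °C | Technique: Fluorescence polarization with parallel and perpendicular emission, 525/598 nm | Evaluation: % inhibition of FP-Rh probe binding versus controls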
HTRA1 inh: HTRA1 serine protease inhibitors, primary screen, biochemical, fluorescence polarization, HTS; Q92743; recombinant HTRA1, FP-rhodamine activity-based probe; inhibition, % at 5.96 µM; 340,000 tested, 0.5% active; AID 504803, 2011; in the data active means inhibition above about 36%;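 further: 0% = enzyme with DMSO and 100% = wells lacking enzyme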
Target sequence (Q92743 whole entry, looked up): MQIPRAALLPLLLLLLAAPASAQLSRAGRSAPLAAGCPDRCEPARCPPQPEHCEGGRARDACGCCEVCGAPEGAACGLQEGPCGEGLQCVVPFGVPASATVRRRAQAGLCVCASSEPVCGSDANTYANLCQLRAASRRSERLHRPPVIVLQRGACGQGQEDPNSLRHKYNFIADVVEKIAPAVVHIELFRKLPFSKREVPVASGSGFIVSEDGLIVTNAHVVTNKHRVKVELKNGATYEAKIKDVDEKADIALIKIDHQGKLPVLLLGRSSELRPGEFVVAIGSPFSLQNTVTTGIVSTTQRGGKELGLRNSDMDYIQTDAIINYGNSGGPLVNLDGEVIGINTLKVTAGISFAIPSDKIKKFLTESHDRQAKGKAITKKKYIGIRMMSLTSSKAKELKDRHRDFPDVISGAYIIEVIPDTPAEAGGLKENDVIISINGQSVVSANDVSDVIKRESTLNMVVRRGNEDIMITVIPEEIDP
TDP2 absorb: human TDP2 enzyme inhibitors, primary screen, biochemical, epi absorbance, recombinant enzyme; inhibition, % at 12.8 µM; AID 720702, 2013; Tyrosyl-DNA phosphodiesterase 2 (Homo sapiens), O95551; T5PNP hydrolysis, p-nitrophenol absorbance 415 nm; 370,000 tested, 0.34% active;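 active means inhibition above the mean of all tested compounds plus 3 SD, set per campaign, cut at about 25% in these data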;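 further: 0% = DMSO with enzyme and 100% = buffer with substrate but no TDP2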
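Assay system: Recombinant human TDP2 | Quantity: 120 nM TDP2 per well | Incubation: 2 h at 37 °C | Signal: Epi absorbance | Evaluation: Percent inhibition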
LEDGF integ inh: blockers of LEDGF/p75-dependent integrase strand transfer – biochemical, TR-FRET, high throughput, primary screen; TR-FRET IN-LEDGF/p75 DNA integration, Eu/Cy5; inhibition, % at 3.7 µM; 370,000 tested, 0.64% active; AID 743269, 2014;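 active means inhibition above the screen-wide mean plus 3 SD, cut at about 13% in these data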;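 further: signal is the Cy5 over europium emission ratio at 671 and 618 nm; 0% = plate median of compound wells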
Rev-erbA mod: modulators of Rev-erb alpha DNA binding, primary screen, biochemical, FITC-DNA, fluorescence polarization, uHTS; AID 1259318, 2017; 370,000 tested, 0.79% active; Rev-erbα–FITC-DNA binding, 90 min; Nuclear receptor subfamily 1 group D member 1 (Homo sapiens), P20393; activity, % at 10 µM;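 active means activity above about 14%, limit read from the data; passing the limit was not always enough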;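 further: 0% = DMSO wells with 35 nM protein and 100% = DMSO wells with 750 nM protein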
TCR-CD3 inh: inhibitors of human TCR-CD3 interaction, primary screen, biochemical, fluorescence, TAMRA-labeled TCR probe; T-cell receptor (TCR); AID 651800, 2012; inhibition, % at 9.4 µM; 360,000 tested, 0.37% active; in the data active means inhibition above about 19%;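 further: recombinant mutant TCR 2C K166C tagged with TAMRA read by polarization; 0% = receptor in buffer alone and 100% = receptor with positive control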
PG9 Ab binder: binders of HIV-1 gp120 antibody PG9, primary screen, biochemical, TR-FRET | inhibition, % at 6.7 µM | AID 624416, 2012 | TR-FRET gp120-PG9 antibody binding | 360,000 tested, 0.43% active | HIV-1 gp120 / PG9 antibody interaction; in the data active means inhibition above about 8.5%
rCAG binder: binders of r(CAG) RNA repeats, primary screen, biochemical, fluorescence. r(CAG) RNA repeat, TO-PRO-1 dye displacement fluorescence. inhibition, % at 3 µM. 370,000 tested, 1.3% active;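 active means inhibition above the plate cutoff, the mean of all test compounds on that plate plus 3 SD, cut at about 35% in these data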;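 further: 0% = DMSO alone and 100% = 100 µM mitoxantrone as full dye displacement; higher means more dye released from RNA so lower well fluorescence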
SIAE primary: human SIAE inhibitors, primary screen, biochemical, fluorescence polarization, FP-Rh probe, 1536-well HTS. 370,000 tested, 0.69% active. SIAE FP-Rh probe binding. Sialate O-acetylesterase (Homo sapiens), Q9HAT2. AID 1053197, 2014. inhibition, % at 9.66 µM;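 active means inhibition above a cutoff: mean of compounds within the control limits plus 3 SD of those, cut at about 17% in these data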;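 further: 0% = plate median of compound wells and 100% = probe without SIAE protein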
PRMT1 FP inh: PRMT1 methyltransferase inhibitors, primary screen, biochemical, fluorescence polarization; 370,000 tested, 1.3% active; recombinant PRMT1, activity-based probe fluorescence polarization; inhibition, % at 2.79 µM; Protein arginine N-methyltransferase 1 (Homo sapiens), Q99873;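 active means inhibition above about 21% made by adding two undisclosed values, limit read from the data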
Target sequence (Q99873 whole entry, looked up): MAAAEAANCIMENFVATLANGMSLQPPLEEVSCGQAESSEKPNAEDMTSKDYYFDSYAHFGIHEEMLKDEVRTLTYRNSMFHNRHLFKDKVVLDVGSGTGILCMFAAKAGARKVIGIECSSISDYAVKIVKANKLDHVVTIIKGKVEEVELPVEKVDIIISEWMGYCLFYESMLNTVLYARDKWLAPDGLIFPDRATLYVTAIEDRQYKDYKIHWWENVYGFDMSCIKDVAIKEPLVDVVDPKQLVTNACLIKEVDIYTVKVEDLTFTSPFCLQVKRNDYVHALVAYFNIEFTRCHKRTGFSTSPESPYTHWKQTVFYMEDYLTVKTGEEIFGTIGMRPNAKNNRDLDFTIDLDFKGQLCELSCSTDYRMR
* = called active by the depositor; / = not tested or not shown. Not all compounds are listed. The share of hits here may be higher or lower than overall.

SMILES	ABHD4 inh	HTRA1 inh	TDP2 absorb	LEDGF integ inh	Rev-erbA mod	TCR-CD3 inh	PG9 Ab binder	rCAG binder	SIAE primary	PRMT1 FP inh
C/C=C(/C)C(=O)Nc1cccc(C2=NOC3(C2)C[C@@H](C(N)=O)N(C(=O)C2(C)CC2)C3)c1 (some centres not stated)	0	0	0	2	0	3	-0.2	-1	-2	-2
CCOC(=O)N1CCC(Nc2c(NCCCN(CC)CC)c(=O)c2=O)CC1	1	-4	10	-1	-1	3	2.2	1	5	-2
CCn1cc([N+](=O)[O-])c(C(=O)Nc2c(C)nn(Cc3cccc(F)c3)c2C)n1	4	2	11	2	-6	-1	1.0	0	2	-1
O=C1NC2(CCCCCC2)C(=O)N1Cc1cccc([N+](=O)[O-])c1	1	7	1	-6	-1	-3	-1.9	-6	4	-1
Cc1c(/C=N/NC(=O)CNc2ccccc2)c2ccccn2c1C(=O)c1ccncc1	8	1	1	-2	-2	-1	-0.4	0	11	-3
CC(Sc1nc(=O)cc(N)n1CCc1ccccc1)C(=O)NCc1ccccc1 (configuration not stated)	4	-4	7	-4	-5	6	1.3	1	1	-3
C=CCNC(=O)c1c(Cl)cnn1-c1ccc(C)cc1	0	/	-4	4	5	7	-1.6	-3	-1	-4
O=C(CSc1nc(-c2ccccc2)c(-c2ccccc2)o1)N1CCOCC1	-5	-14	0	-2	5	4	-2.8	-9	-2	-1
CCSc1nc2ccccc2c(=O)n1CCc1ccc(OC)c(OC)c1	-9	-29	-9	-2	2	-3	-1.5	1	-9	2
CC(=O)Nc1cc(Cl)ccc1OS(=O)(=O)c1ccc(C)cc1	2	-1	-5	1	5	2	-0.6	-2	4	-3
O=C(CCCC(=O)OCC(=O)c1cccs1)Nc1ccc(Oc2ccccc2)cc1	-20	-18	-12	-2	68*	9	-0.2	7	-1	0
Nc1ccccc1OCCOCCOCCOc1ccccc1N	3	1	-7	0	-5	3	1.6	1	4	-1
CCCCS(=O)(=O)NC1=NCN(CCO)CN1	3	5	7	3	5	0	-0.3	-1	1	-3
O=C(CCC1CCN(C(=O)c2cccc(Cl)c2F)CC1)Nc1ccccc1	0	-4	7	-1	1	4	-2.4	-5	1	2
COc1ccc(-c2ccc3c(c2)c(Sc2ccccc2)c(-c2ccccc2)n3C)cn1	-2	/	-4	-2	-1	4	5.6	4	0	-4
N/C(=N\OC(=O)COc1ccc([N+](=O)[O-])cc1)c1ccncc1	0	3	-9	-2	-4	-1	-1.8	-3	-1	2
CCOc1ccc(S(=O)(=O)N2CCOCC2)cc1NC(=O)c1ccccc1F	6	2	-9	-3	1	2	1.4	6	2	-1
O=C(Cc1ccc(Cl)cc1)N/N=C/c1ccccc1	-3	-13	-4	0	1	0	-0.6	-2	-2	-2
Cc1noc(C)c1S(=O)(=O)N(CC(=O)Nc1ccc2c(c1)OCCO2)c1ccc(C(C)C)cc1	-1	-23	3	-2	/	0	-2.8	3	7	1
CCOC(=O)c1nnn(-c2nonc2N)c1CS(=O)(=O)c1ccccc1	3	6	0	2	0	-1	-0.6	-1	-1	-2
O=C(CCn1c(=S)[nH]c2cc3c(cc2c1=O)OCO3)NCCc1ccccc1Cl	1	-1	8	3	23*	3	-0.9	-2	7	-3
COc1cccc2cc(C(=O)N3CCN(c4ncccn4)CC3)c(=O)oc12	5	8	17	-1	6	-5	0.6	2	-2	3
COCCNC(=O)CCCn1c(=O)c2cc(OC)c(OC)cc2n(CC(=O)NCCC2=CCCCC2)c1=O	2	-3	-8	-1	-4	3	-1.8	0	-1	1
COc1cccc(CNC(=O)[C@H]2CCCN2C(=O)C2CCCN2C(=O)c2ccc(OC)c(F)c2)c1 (some centres not stated)	2	/	-5	1	0	0	-0.1	-1	-2	2
CCc1ccc(CNC(=O)C2CCC(=O)N(CCc3ccc(Cl)cc3)C2)nc1 (configuration not stated)	2	2	5	-6	-6	1	0.6	-8	-5	1
Cc1ccc(-c2nnc(NC3CCCCC3)c3ccccc23)cc1S(=O)(=O)N1CCN(C)CC1	-4	-14	4	-1	-1	6	-3.1	-2	5	-3
COc1ccc([C@@H]2CC=C(C(=O)O)[C@H](c3ccc(Br)cc3)N2S(=O)(=O)c2ccccc2C)cc1	0	-28	-9	0	-2	8	-1.4	77*	-14	1
CCOC(=O)N1CCN(C(c2ccccc2)c2sc3nc(C)nn3c2O)CC1 (configuration not stated)	-2	-3	-8	4	6	-7	-0.2	-3	-5	0
COc1ccc(-c2ccc3c(c2)C2CC3CCN2C(=O)C(C)(C)C)cc1 (configuration not stated)	-6	-16	1	-4	-2	-2	-0.6	-1	1	2
CCN(CC(=O)Nc1ccc2c(c1)OCCO2)Cc1cc(=O)n2ccsc2n1	-3	4	-1	7	-9	-13	-1.4	-4	0	-1
CCNC(=O)CC1SC(=Nc2ccc(C)cc2)N(CC)C1=O (configuration not stated)	0	5	5	2	-3	-5	2.3	-2	1	2
c1ccc2c(c1)Oc1ccccc1S2	-1	2	6	-1	-4	4	-1.9	1	-4	-1
O=C(CO/N=C/c1cccc([N+](=O)[O-])c1)NC1CCCCC1	-5	-3	6	-2	-8	0	0.3	-4	0	2
Cc1cc2c(cc(C(=O)N3CCC(C(=O)N4CCCC4)CC3)n2Cc2c(F)cccc2Cl)o1	-6	-7	-8	1	-3	-11	-0.1	4	5	21
CC(C(=O)NCC1CCCO1)c1ccc([N+](=O)[O-])cc1 (configuration not stated)	0	6	6	-1	4	1	-0.3	0	0	-3
CC(OC(=O)C12CC3CC(CC(O)(C3)C1)C2)C(N)=O (configuration not stated)	1	3	3	2	1	4	1.0	-3	-1	1
COCCn1cnc2c1c(=O)n(Cc1c(F)cccc1Cl)c(=O)n2Cc1ccccc1	0	-2	8	6	5	2	-0.7	-1	1	-2
COC(=O)C1=C(Nc2ccccc2NC(=O)CCCC(=O)O)CSC1	3	/	3	3	-3	-5	-3.8	0	-6	-3
CCCCOc1ccc2c(c1)/C(=C(\C(Cl)=C(Cl)Cl)[N+](=O)[O-])N2	3	-3	6	1	-7	-2	1.8	0	3	11
COc1ccc(NC(=O)c2cc(C3CCCCN3C(=O)c3cc(F)ccc3C)on2)c(C)c1 (configuration not stated)	-6	/	-2	1	2	0	0.2	-1	2	-2
O=C(N/N=C/c1ccccc1F)c1ccccc1OCc1ccccc1	-17	-44	-7	-3	0	-6	0.7	3	5	6
O=C(O)c1ccc(N2CC3CC(C2)c2cccc(=O)n2C3)c(NS(=O)(=O)c2cccc(C(F)(F)F)c2)c1 (configuration not stated)	2	-13	5	2	-2	-9	2.9	2	15	-3
CC(C)(C)C1=Nn2c(nnc2-c2ccc(C(C)(C)C)cc2)SC1	-13	/	3	4	-6	/	/	-4	-3	5
CCN1C(=O)c2cccc3c(S(=O)(=O)NCCCN4CCOCC4)ccc1c23	8	1	-16	-3	3	4	0.2	-1	-6	-1
CC(=O)c1cccc(NC(=O)CSc2nnc(-c3ccncc3)o2)c1	8	4	-8	-3	-2	-2	0.7	4	-6	3
COc1ccc(OC)c(CCNC(=O)CN2C(=O)CCSc3ccccc32)c1	-1	0	26*	-1	4	3	-0.3	-3	-1	4
CC1CC(C)CN(C2CCN(Cc3cccnc3)CC2)C1 (configuration not stated)	13	3	6	4	-4	3	-2.6	0	10	2
Nc1ncc2[nH]c(N)nc2n1	4	5	3	-3	6	-2	-0.8	0	-1	-1
O=C(c1ccco1)N1N=C(c2ccc(Cl)cc2)CC1(O)C(F)(F)F (configuration not stated)	-18	-12	6	-1	2	4	0.5	6	1	-1
C=CCN1C(=O)C(CC(=O)NCC)SC1=Nc1ccccc1OC (configuration not stated)	5	5	7	2	-3	4	0.0	-3	-3	1
C=CCOC(=O)C1=C[C@@H](c2coc3ccccc3c2=O)C[C@@H](OCCCCO)O1	-1	4	8	2	1	8	-0.8	-2	4	0
C=C[C@H]1C(C(=O)OCC)=CC[C@@H](c2ccccc2)N1S(=O)(=O)c1ccc(C)cc1	-18	/	-22	2	0	-9	0.8	4	-5	1
CCN1CCN(C(=O)C(=O)c2cn(CC(=O)N3CCCCCC3)c3ccccc23)CC1	0	7	9	-1	3	7	-1.3	-6	4	0
CCC(NS(=O)(=O)c1ccc(C)cc1)C(=O)N1CCOCCOCCOCCOCC1 (configuration not stated)	4	5	-15	-9	-1	-8	-0.4	-4	3	9
O=C(COC(=O)CNC(=O)c1ccc2c(c1)OCO2)Nc1ncc(Cl)cc1Cl	7	-5	19	5	0	2	-0.5	1	11	0
Cc1c(C(=O)Nc2nnc(C3CC3)s2)oc2ccccc12	2	-5	9	-4	9	-3	-0.8	2	-3	7
COCCCn1c(SCC(=O)NC2CCCCC2)nc2ccccc2c1=O	-2	2	1	-2	-1	-5	0.0	-1	2	-1
CC(C)=C[C@H]1C[C@H](C)[C@H]2CC[C@H](C)c3c(O[C@@H]4OC[C@@H](O)[C@H](O)C4O)c(O)c(C)c1c32 (some centres not stated)	-50	-28	-28	0	-1	13	0.3	3	-20	5
COc1ccc(CNC(=O)c2noc3c2CCCCC3)cc1	-1	2	-12	-5	-5	3	0.6	-7	-3	-2
Clc1ccc(-n2nnc(-c3ncc[nH]3)n2)cc1Cl	4	-3	-3	0	1	-2	-0.4	2	1	1
Cc1ccc(C(=O)CC2(O)C(=O)N(C)c3ccccc32)o1 (configuration not stated)	-3	-1	-6	2	-1	-6	1.3	5	3	0
O=[N+]([O-])c1cccc(S(=O)(=O)Nc2ccc(Cc3ccncc3)cc2)c1	-1	13	-9	0	1	-1	-1.7	2	-2	0

Compound profiles, as listed above. Order of screens: ABHD4 inh | HTRA1 inh | TDP2 absorb | LEDGF integ inh | Rev-erbA mod | TCR-CD3 inh | PG9 Ab binder | rCAG binder | SIAE primary | PRMT1 FP inh
Entry for COCCn1cnc2c1c(=O)n(Cc1c(F)cccc1Cl)c(=O)n2Cc1ccccc1 = 0 | -2 | 8 | 6 | 5 | 2 | -0.7 | -1 | 1 | -2
Entry for Cc1ccc(-c2nnc(NC3CCCCC3)c3ccccc23)cc1S(=O)(=O)N1CCN(C)CC1 = -4 | -14 | 4 | -1 | -1 | 6 | -3.1 | -2 | 5 | -3
Entry for Cc1c(C(=O)Nc2nnc(C3CC3)s2)oc2ccccc12 = 2 | -5 | 9 | -4 | 9 | -3 | -0.8 | 2 | -3 | 7
